Screens as filed in PubChem BioAssay.
SDO1 yeast rescue: sdo1-depleted yeast growth rescue; S. cerevisiae sdo1-depleted JHY4D growth rescue, OD600 30 h; hits give high values; pdr5 snq2 efflux-pump mutant strain; z-score at 10 µM; 0.21% of 140,000 active;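 active = z-score above 3 at both the 24 hr and the 30 hr optical density reads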;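 note: z-score against mean and SD of all compound wells on the same plate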
INS promoter inh: TRM-6 insulin promoter activity inhibition. TRM-6 cells (human fetal islet line), insulin promoter-eGFP reporter, imaging; reporter expression induced with tamoxifen. inhibition, % at 2 µM. 0.9% of 130,000 active. AID 1273;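 active = inhibition above the mean plus 3 SD, with well images judged a real hit on visual review, cut at about 60% in these data, passing the limit was not always enough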
SDO1 yeast rescue Rescue 24 h: also measured in SDO1 yeast rescue; calls as there; z-score; S. cerevisiae sdo1-depleted JHY4D growth rescue, OD600; measured here: growth rescue at 24 h;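 0 is the plate mean of compound wells and units are plate SD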
Starred values were filed as active, the others as inactive; . = no result given. Some of the compounds tested (hit frequency here may not be typical).

Start of the listing, in advance (two entries):
SMILES	SDO1 yeast rescue	SDO1 yeast rescue Rescue 24 h	INS promoter inh
CCOC(=O)c1cnc(Nc2nc3ccccc3o2)nc1CSC(=S)N1CCCCC1	-0.79	-0.65	59
CCOC(=O)c1ccc(N2C(=O)CC(Sc3nc(O)c(CC)c(=O)[nH]3)C2=O)cc1 (stereo unspecified)	0.29	-0.03	0

The whole of this part, previewed entries included:
SMILES	SDO1 yeast rescue	SDO1 yeast rescue Rescue 24 h	INS promoter inh
CCOC(=O)c1cnc(Nc2nc3ccccc3o2)nc1CSC(=S)N1CCCCC1	-0.79	-0.65	59
CCOC(=O)c1ccc(N2C(=O)CC(Sc3nc(O)c(CC)c(=O)[nH]3)C2=O)cc1 (stereo unspecified)	0.29	-0.03	0
CC1CCCCC1NC(=O)COC(=O)c1ccc(N(C)C)cc1 (stereo unspecified)	-0.72	-1	27
CCOC(=O)c1nnc(-c2ccccc2)nc1Sc1c(Cl)cccc1Cl	-0.46	-0.18	-6
O=C1COc2ccccc2N1Cc1ccccc1Cl	-0.59	-0.61	-30
CCOC(=O)C1CCCc2c1[nH]c1c(C(=O)O)cccc21 (stereo unspecified)	-0.02	-0.76	0
Cn1nnnc1SCCNCc1cccc2ccccc12	0.37	0.23	.
Cc1ccc(CNC(=O)CN(Cc2cccs2)C(=O)C2(C)CC(=O)N=C3C=CC=CN32)cc1 (stereo unspecified)	0.47	0.35	-4
C=C1C(O)C[C@H]2C(=C)CCC3[C@H](OC(=O)[C@]3(O)CO)[C@@H]12 (stereo partly specified)	-0.36	-0.71	-275
O=CN1CCN(C(=O)c2ccccc2Cl)CC1	1.2	0.76	-48
O=C(NCc1cc(C(F)(F)F)cc(C(F)(F)F)c1)C1CC(c2cccc([N+](=O)[O-])c2)=NO1 (stereo unspecified)	0.46	1.5	4
CCCCNC(=O)C(=O)c1ccccc1NC(C)=O	0.25	0.14	-23
O=[N+]([O-])c1cc(S(=O)(=O)N2CCCC2)ccc1NN=C1CCCCC1	-0.74	-0.61	25
COC(=O)c1ccc(NC(=S)N2CCN(Cc3ccc(Cl)cc3)CC2)cc1	-1.1	-0.77	17
OC(COc1ccccc1)CSc1ncn[nH]1 (stereo unspecified)	1.4	0.88	-32
CCCCCCCC1CC(CSC(=N)N)OC1=O (stereo unspecified)	0.35	-0.27	31
Cc1nc2ccccc2nc1OCC(=O)Nc1ccc2ccccc2c1	2.9	2.5	-41
COCCn1nnnc1C(c1cccs1)N1CCN(c2cccc(C(F)(F)F)c2)CC1 (stereo unspecified)	-0.84	-0.45	.
C/C(Cc1ccccc1)=N\NC(=O)CNC(=O)c1ccc(Br)cc1	0.49	0.07	14
COc1ccccc1CN1C(=O)CCC1(C)C(=O)NC1CCCCCC1 (stereo unspecified)	0.09	0.6	-70
COc1ccc(NC(=O)CSc2ccccn2)cc1OC	-0.34	-0.59	31
O=C(NCC1CCCO1)c1ccc(CNS(=O)(=O)c2ccc(F)c(Cl)c2)cc1 (stereo unspecified)	.	.	0
Cc1ccc(CNC(=O)CS(=O)Cc2nc(-c3ccccc3C)oc2C)cc1 (stereo unspecified)	-0.65	-0.39	.
CCCN(Cc1nnc(-c2ccccc2Cl)o1)C(=O)c1cc([N+](=O)[O-])cc([N+](=O)[O-])c1	.	.	27

Some values from above.
For INS promoter inh, `O=C(NCC1CCCO1)c1ccc(CNS(=O)(=O)c2ccc(F)c(Cl)c2)cc1` (stereo unspecified) has the entry 0
For SDO1 yeast rescue, `O=[N+]([O-])c1cc(S(=O)(=O)N2CCCC2)ccc1NN=C1CCCCC1` has the entry -0.74
For SDO1 yeast rescue Rescue 24 h, `OC(COc1ccccc1)CSc1ncn[nH]1` (stereo unspecified) has the entry 0.88
For SDO1 yeast rescue Rescue 24 h, `CCCCCCCC1CC(CSC(=N)N)OC1=O` (stereo unspecified) has the entry -0.27
For SDO1 yeast rescue, `COc1ccc(NC(=O)CSc2ccccn2)cc1OC` has the entry -0.34
For INS promoter inh, `CCCN(Cc1nnc(-c2ccccc2Cl)o1)C(=O)c1cc([N+](=O)[O-])cc([N+](=O)[O-])c1` has the entry 27

Going on with the list:
SMILES	SDO1 yeast rescue	SDO1 yeast rescue Rescue 24 h	INS promoter inh
C[N+]1(CCNC(=O)/C=N/O)CCCCC1	0.37	-0.32	.
COC(=O)CC(NC(=O)c1ccco1)c1ccc(C(C)C)cc1 (stereo unspecified)	1.2	0.91	.
O=C(c1ccc(-c2nnc(Nc3cccc(Cl)c3)c3ccccc23)cc1)N1C[C@H]2C[C@H](C1)c1cccc(=O)n1C2	0.28	0.08	37
Cc1ccc(NC(=O)CN2CCC(NC(=O)Cc3ccccc3)CC2)cc1C	1.5	0.58	-7
Cc1[nH]c2ccccc2c1/C=N/Nc1nc(Nc2ccccc2)nc(N2CCOCC2)n1	-0.45	-1.1	-24
CCCCC(CC(O)COCC(C)C)C(=O)NNC(=S)Nc1ccccc1 (stereo unspecified)	0.26	-0.08	.
c1ccc(-n2nnnc2Sc2n[nH]c(-c3ccncc3)n2)cc1	0.01	-0.33	.
CCn1ncc(Br)c1C(=O)Nc1ccc(F)cc1F	0.74	-0.12	6
O=C(CCCC(=O)OCC(Cl)=C(Cl)Cl)Nc1cccc(F)c1	0.76	0.48	.
Cc1ccc(NC(=O)c2ccccc2F)cc1S(=O)(=O)N1CCCCCC1	.	.	0
Cc1ccc(C(=O)NCC(=O)OCC(=O)/C=C2\N(C)c3ccccc3C2(C)C)cc1C	-0.59	-0.65	7
CCCC1=NCCn2cccc21	1.6	1.4	5
CCc1ccc2[nH]c(=O)c(C(c3nnnn3CC3CCCO3)N3CCCc4ccccc43)cc2c1 (stereo unspecified)	1	0.9	.
O=C(O)CCn1[nH]c(=O)ccc1=O	-0.29	-0.83	-9
CCN1CCN(c2nc3c(c(=O)n(C)c(=O)n3C)n2CCSc2nccc(C)n2)CC1	1.1	0.99	.
Cc1ccc(C(=O)NCc2ccco2)cc1S(=O)(=O)N1CCOCC1	0.99	0.93	-5
CCC(C)(C)NC(=O)C(c1ccc(C)cc1)N(CCN1CCOCC1)C(=O)CNC(=O)c1cccs1 (stereo unspecified)	.	.	-29
C=CCNC(=S)N/N=C/c1ccc(-c2ccc(Br)cc2)o1	-0.12	0.63	-11
Nc1nc(SCc2ccc3c(c2)OCO3)n[nH]1	1.1	0.49	46
COCCn1c(Cc2ccccc2)nnc1SCc1nc2ccccc2c(=O)[nH]1	0.95	0.75	0
O=C(c1ccco1)N1CCN(C(c2ccc(Cl)cc2)c2nnnn2Cc2ccccc2)CC1 (stereo unspecified)	-0.72	-1	-7
Cc1ccc(Nc2nc3nonc3[nH]c2=O)cc1	0.75	0.41	18
COc1ccc(C(=O)NN2C(=O)C3C4C=CC(O4)C3C2=O)cc1 (stereo unspecified)	0.09	-0.99	.
O=C(CSc1nnc(CNc2ccccc2)o1)c1ccc2c(c1)OCCO2	0.02	-0.26	-30
CC1CCCCC1NC(=O)c1ccc2c(c1)[nH]c(=O)n2C1CCCC1 (stereo unspecified)	-0.13	-0.06	.
Cc1c(NC(=O)CSc2nc3ccccc3s2)c(=O)n(-c2ccccc2)n1C	1	0.66	-46
CCOC(=O)CSc1nnc(C)n1N	0.1	0.09	-12
C/C(=N\NC(=O)c1ccccc1[N+](=O)[O-])c1c(O)cc(C)oc1=O	-0.55	-1.9	24
CCCn1c(SCC(=O)N2CCCc3ccccc32)nnc1-c1ccccn1	-1.6	-1.4	.
Cc1ccc(NC(=O)CSc2nnc(-c3ccccc3C)o2)cc1C	-0.44	-0.24	.
O=C(O)c1cccc(COc2ccc(CO)cc2Cl)c1	-0.27	-0.4	.
Cc1ccccc1C(NC(N)=O)c1ccccc1 (stereo unspecified)	-0.26	-0.69	-3
COc1ccc(CNc2oc(COc3ccccc3Cl)nc2C#N)cc1	-0.59	-0.06	0
CCC(=O)OCc1c(C(F)(F)F)nn(C)c1Sc1ccc(Cl)cc1	-0.19	0.08	27
Cc1ccsc1/C=C1\CCC(C2CCCC2)C1=O (stereo unspecified)	.	.	-43
CCN(CCCNS(=O)(=O)c1ccc2c(c1)oc(=O)n2C)c1cccc(C)c1	-0.22	0.24	-140

Reformatted as comma-separated lines: 3 of the compounds above
compound,SDO1 yeast rescue,SDO1 yeast rescue Rescue 24 h,INS promoter inh
O=C(O)c1cccc(COc2ccc(CO)cc2Cl)c1,-0.27,-0.4,.
Cc1ccccc1C(NC(N)=O)c1ccccc1 (stereo unspecified),-0.26,-0.69,-3
COc1ccc(CNc2oc(COc3ccccc3Cl)nc2C#N)cc1,-0.59,-0.06,0

Following part:
SMILES	SDO1 yeast rescue	SDO1 yeast rescue Rescue 24 h	INS promoter inh
CN1C(=O)/C(=C/c2ccccc2OCc2cccc(F)c2)N(C)C1=S	-0.74	-0.78	-5
Cc1cc(=O)oc2c(CN3CCC(C)CC3)c(O)c(Cl)cc12	-0.14	-0.66	21
CCCCn1nnc(NC(=O)c2ccc(-c3cccc(Cl)c3)o2)n1	-0.94	-0.58	0
CCOC(=O)CSc1nc(N)c(C#N)c(CC(C)C)c1C#N	-0.95	0.37	.
Cc1cc(C(F)(F)F)c(C#N)c(N2CCOCC2)n1	0.59	0.42	0
CC(C)c1cc(C(=O)O)n(-c2ccccc2)n1	-0.15	0.18	-44
O=C(Nc1ccc(C(=O)O)cc1)Nc1cccc([N+](=O)[O-])c1	0.75	0.13	-17
Cc1ccc2occ(/C=C/C(=O)c3ccccc3O)c(=O)c2c1	-0.97	0.7	-46
CCc1nn2c(=O)cc(CSc3nc(C)cc(=O)[nH]3)nc2s1	-0.29	-0.07	.
CCN(c1cccc(C)c1)C(C(=O)Nc1ccc(OC)cc1)c1cc2c(cc1[N+](=O)[O-])OCO2 (stereo unspecified)	-0.36	-0.37	-16
O=C(COc1ccccc1)N(Cc1ccco1)c1ccc(O)cc1	1.4	1.5	-55
CCOC(=O)c1cc(C(=O)NN)c(C)nc1C	0.6	-0.53	-67
Cc1ccc(S(=O)(=O)NC(=O)NCc2ccc3c(c2)OCO3)cc1	0.24	0.04	71
COc1ccc(OC)c(NC(=O)c2ccc(CN(c3cc(Cl)ccc3C)S(=O)(=O)c3ccccc3)cc2)c1	0.55	0.99	-18
O=c1c[n+]([O-])c2ccccc2n1OCc1c(F)cccc1F	1.2	2.4	-121
Cc1cccc(NC(=O)c2c(C)nc3ccccn23)c1	0.4	0.41	50
Cc1ccccc1C(=O)N1CCC(C(=O)Nc2ccc(S(=O)(=O)N(C)C(C)C)cc2)CC1	1.2	0.98	11
CC(C)(C)c1ccc(/C=N/OCC(=O)NCc2ccc(F)cc2)cc1	-0.85	-0.55	-14
CCCCNC(=S)N=Nc1c(O)n(Cc2ccccc2)c2ccccc12	1.5	2.2	.
O=C(Nc1ccccc1C(F)(F)F)N1CCCCCC1	-0.34	-1.4	-17
NS(=O)(=O)c1ccc(CCNC(=O)c2cc(-c3cccs3)nc3ccccc23)cc1	.	.	-22
O=c1c2ccccc2nc(-c2ccco2)n1-c1nc2ccccc2s1	-0.7	-0.42	28
O=C(Nc1ccncc1)C1c2ccccc2Oc2ccccc21	0.72	0.68	-19
CC(NC(=O)Nc1ccccc1)c1ccccc1 (stereo unspecified)	-0.79	-1.6	5

One compound at a time, from the list above.
Cc1cc(=O)oc2c(CN3CCC(C)CC3)c(O)c(Cl)cc12 across the screens: SDO1 yeast rescue: -0.14; SDO1 yeast rescue Rescue 24 h: -0.66; INS promoter inh: 21
O=C(CCCC(=O)OCC(Cl)=C(Cl)Cl)Nc1cccc(F)c1 across the screens: SDO1 yeast rescue: 0.76; SDO1 yeast rescue Rescue 24 h: 0.48; INS promoter inh: .
O=C(c1ccc(-c2nnc(Nc3cccc(Cl)c3)c3ccccc23)cc1)N1C[C@H]2C[C@H](C1)c1cccc(=O)n1C2 across the screens: SDO1 yeast rescue: 0.28; SDO1 yeast rescue Rescue 24 h: 0.08; INS promoter inh: 37

(further entries)
SMILES	SDO1 yeast rescue	SDO1 yeast rescue Rescue 24 h	INS promoter inh
Cc1cc(Oc2ccccc2)nc(SCC(=O)Nc2ccc(Cl)c(Cl)c2)n1	-1.2	-0.11	23
Cc1ccc(S(=O)(=O)CC(=O)N2CCCCCC2)cc1	-0.2	-0.7	45
C/C(=N\NC(=O)c1cc(C)[nH]n1)C(C)(C)C	1.4	0.14	29
CN(C)S(=O)(=O)c1cccc(NC(=O)COc2cccc(C#N)c2)c1	1.7	-0.07	22
CCc1nn(C(C)C(=O)NCCN2CCN(c3cccc(C)c3C)CC2)c(=O)c2cc3occc3n12 (stereo unspecified)	0.1	0.35	.
O=C1Nc2ccccc2N(O)N1c1cc(-c2ccc(Cl)cc2)[nH]n1	.	.	15
O=S1(=O)N=C(N2CCN(Cc3ccccc3)CC2)c2ccccc21	0.9	1	.
COc1ccc(Nc2nc(N)nc(CN3CCC(Cc4ccccc4)CC3)n2)cc1	-1.6	-1.4	0
CCOC(=O)CSC1=C(C#N)C(=O)NC(c2ccc(OC)cc2)S1 (stereo unspecified)	0.09	0.02	21
Cc1ccc(C)c(C(=O)NC(C)CCc2ccccc2)c1 (stereo unspecified)	.	.	-36
CC1CN(S(=O)(=O)c2cccc(C(=O)NCc3ccc4c(c3)OCO4)c2)CC(C)O1 (stereo unspecified)	0.13	0.02	-7
CCOC(=O)CCCCC(=O)c1[nH]c(=O)[nH]c1C[n+]1ccccc1	.	.	18
CCOC(=O)NC1(Nc2cccc(Cl)c2)Oc2ccccc2O1	-0.34	-0.73	.
CC(=O)N1N=C(c2cccc(Cl)c2)OC1c1cccc([N+](=O)[O-])c1 (stereo unspecified)	-0.87	0.04	12
O=C(CNC(=O)C1CCCCC1)Nc1ccc(Cl)cc1	0.96	0.17	-4
COc1ccc(N2CCN(CCCNC(=O)Nc3ccccc3)CC2)cc1	0.93	0.78	-229
CCCCSc1nnc(-c2ccc(OC)cc2)n1C	-0.12	-1.2	33
Cc1ccc([N+](=O)[O-])cc1NC(=O)c1ccc(CSc2ccccc2)cc1	-0.78	-0.08	.
CCn1c2ccccc2c2cc(NC(=O)CSc3nnc(C4CC4)n3Cc3ccco3)ccc21	-1.7	-1.5	0
